# Compound activity from PubChem BioAssay.
# RGS12 GoLoco inh – inhibitors of human Gai1-RGS12 GoLoco interaction (red fluorophore) | P63096 | Gai1:RGS12 GoLoco peptide FP, rhodamine, 10 min | Potency, µM (series often up to 61.6 µM), for inactives: at the highest dose activity, negative = inhibition, usual class: inhibitors | 230,000 compounds, 0.44% hits; active = well fitted inhibition curve with a large enough effect, not every such curve was filed as active; inactive = no such curve, though single readings can be large or run the other way; note: % is set by controls: 0 for no effect and ±100 for the full control effect; nearly all actives have a fitted effect of over 30% in size; many of its hits are not listed in these tables
# Epigenetic reg – regulators of epigenetic silencing causing reporter derepression in mouse cells. murine LDR cells, GFP reporter derepression, 30 h. Potency, µM (series often up to 53.9 µM), inactives show top-dose GFP activation, usual class: activators. 280,000 compounds, 0.2% hits. AID 1865; note: % of control where 0% means no effect; nearly all actives have a fitted effect of over 60% in size
#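 Derepression of a silenced CMV-GFP reporter in murine LDR cells is scored by enumerating GFP-positive cells with a laser-scanning microplate cytometer after 30 hours of treatment at 37 C.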
# KinaseGlo FLuc – blocks Kinase-Glo luciferase, a counter-screen artifact. 200,000 compounds, 0.28% hits. Potency, µM (doses to about 38.3 µM), inactives show top-dose activity change, negative = inhibition, most hits filed as inhibitors. Kinase-Glo luciferase, ATP luminescence, 8 min. AID 1379. Q27757; note: % is set by controls: 0 for no effect and ±100 for the full control effect; nearly all actives have a fitted effect of over 60% in size
#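 Inhibition of Kinase-Glo luciferase light generation was assessed at 10 uM ATP in pH 7.2 imidazole buffer, with luminescence measured after eight minutes at ambient temperature.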
# KDM4E inh – blocks human JMJD2E demethylase activity; B2RXH2; JMJD2E catalytic domain, FDH-coupled NADH fluorescence (FDH is formaldehyde dehydrogenase); Potency, µM (top dose mostly 57.1 µM), for the others: at the highest dose activity change, negative = inhibition, hits mostly inhibitors; 230,000 compounds, 1.6% hits; active = well fitted inhibition curve with a large enough effect, not every such curve was filed as active; inconclusive = small, poorly fitted or top-dose-only effect, or another doubt; inactive = no such curve, though single readings can be large or run the other way;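 note: 0% = wells with enzyme and -100% = buffer wells without enzyme; nearly all actives have a fitted effect of over 50% in size; many of its hits are not listed in these tables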
# IMPase Li cell – membrane-permeable IMPase blocker, potentiated with lithium; CHO-M1 cells, IP1 TR-FRET (IP-One), carbachol + lithium; Potency, µM (titrated, usually from 59.4 µM), for inactives: at the top dose activity, negative = IMPase inhibition, most hits filed as inhibitors; 210,000 compounds, 0.35% hits;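 note: IP1 builds up when IMPase is blocked and the TR-FRET signal falls; plate controls were basal vehicle for no effect and high inhibitor control for full effect; nearly all actives have a fitted effect of over 50% in size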
#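 CHO cells stably expressing M1 receptor (2000/well) were cultured 16–30 h, then exposed to compounds with a small lithium addition for 30 min at 37C. IP1 was measured by TR-FRET competition; AC50 from Hill fits.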
# NPSR antag – blocks cAMP signaling of the human neuropeptide S receptor. Q6W5P4. CHO-NPSR cells, cAMP TR-FRET, antagonist mode. Potency, µM (top dose mostly 38.3 µM), for inactives: top-dose activity change, negative = inhibition, usual class: inhibitors. 220,000 compounds, 1% hits. AID 1461; note: % is set by controls: 0 for no effect and ±100 for the full control effect; nearly all actives have a fitted effect of over 50% in size; many of its hits are not listed in these tables
# Target sequence (Q6W5P4 whole entry, looked up): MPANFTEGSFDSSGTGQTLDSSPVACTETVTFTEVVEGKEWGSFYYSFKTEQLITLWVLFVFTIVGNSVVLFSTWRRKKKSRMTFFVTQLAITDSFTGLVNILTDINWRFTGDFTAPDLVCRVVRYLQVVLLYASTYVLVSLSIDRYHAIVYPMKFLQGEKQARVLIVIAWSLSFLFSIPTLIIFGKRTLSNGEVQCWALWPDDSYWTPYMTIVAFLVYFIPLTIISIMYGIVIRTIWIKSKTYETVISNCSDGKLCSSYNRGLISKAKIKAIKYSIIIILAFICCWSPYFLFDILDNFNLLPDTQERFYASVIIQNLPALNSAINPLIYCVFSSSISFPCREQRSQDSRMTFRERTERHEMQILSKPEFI
# SMN2 splice enh – enhancers of SMN2 splice variant expression | Potency, µM (titrated, usually from 46.1 µM), for the others: at the top dose activity change, positive = activation, usual class: activators | HEK293 SMN2-luciferase splicing reporter, luminescence, 30-36 h | 210,000 compounds, 2.8% hits; note: % of control where 0% means no effect; nearly all actives have a fitted effect of over 55% in size
#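 qHTS luciferase splicing reporter: luminescence rises when SMN2 exon 7 is included in transfected HEK293 cells. Compound exposure lasted 30-36 h at 37C, with 4.5 mM final sodium butyrate as control, followed by a ONE-Glo read.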
# RECQ1 helicase – RECQ1 (human) helicase inhibition | P46063 | RECQ1 DNA unwinding, red fluorescence kinetic read | Potency, µM (doses to about 57.3 µM), inactives show top-dose activity, negative = inhibition, actives largely listed as inhibitors | 240,000 compounds, 0.54% hits;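 note: plate controls were vehicle for no effect and no enzyme for full effect; nearly all actives have a fitted effect of over 30% in size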
# Target sequence (P46063 whole entry, looked up): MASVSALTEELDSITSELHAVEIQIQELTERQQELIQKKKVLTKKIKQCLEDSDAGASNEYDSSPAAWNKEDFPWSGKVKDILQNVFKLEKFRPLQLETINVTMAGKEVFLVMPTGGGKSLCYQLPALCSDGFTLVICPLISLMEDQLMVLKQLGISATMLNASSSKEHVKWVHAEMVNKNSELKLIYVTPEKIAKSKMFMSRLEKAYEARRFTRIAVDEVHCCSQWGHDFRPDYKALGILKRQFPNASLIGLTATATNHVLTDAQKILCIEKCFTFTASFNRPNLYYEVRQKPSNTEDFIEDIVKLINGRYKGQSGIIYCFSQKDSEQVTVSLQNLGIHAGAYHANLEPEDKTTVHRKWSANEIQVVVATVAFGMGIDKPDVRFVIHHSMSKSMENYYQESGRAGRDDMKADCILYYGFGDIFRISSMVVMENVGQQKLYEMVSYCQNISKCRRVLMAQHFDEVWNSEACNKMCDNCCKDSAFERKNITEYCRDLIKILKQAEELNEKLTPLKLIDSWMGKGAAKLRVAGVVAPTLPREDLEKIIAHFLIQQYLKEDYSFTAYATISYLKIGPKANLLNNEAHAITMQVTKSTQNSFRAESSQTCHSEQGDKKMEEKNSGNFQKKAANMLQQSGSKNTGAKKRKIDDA
#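 RECQ1T1 50 nM; forked duplex (20 bp + 30-nt ss tails) 200 nM, ATP 2 mM final; pH 8.0, 2 mM MgCl2, 2.5 ug/ml poly(dI-dC); 15 min compound preincubation; discontinuous kinetic read over 2 h at RT.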
# * = called active by the depositor; i = inactive; u = inconclusive; x = no result given; & = joins results of further samples; [ ] = remark or other dose. Unless noted, calls come from the whole dose curve; as a rule, active = well fitted curve in the direction sought with a large enough effect; inconclusive = small, poorly fitted or top-dose-only effect, or another doubt; inactive = no such curve, though single readings can be large; an effect the other way counts as inactive or inconclusive. Potency is the fitted concentration of half-maximal effect. Some of the compounds tested (hit frequency here may not be typical).
SMILES,RGS12 GoLoco inh,Epigenetic reg,KinaseGlo FLuc,KDM4E inh,IMPase Li cell,NPSR antag,SMN2 splice enh,RECQ1 helicase
O=C(c1cnc(-c2ccc(Cl)cc2)s1)c1ccc(Cl)cc1Cl,11.4%,0.0%,0.9%,0.6%,-19.9%[38.3 µM],-12.8%[46.1 µM],-13.1%,-7.4%
C/C(=N\NC(=O)c1c(C)nc2ccccn12)c1ccco1,5.7%,14.6%,-30.0%,-8.2%,9.2%,9.4%,10µM*,-1.6%
C[C@]12C=CC(=O)C=C1CCC1C3CC[C@](O)(C(=O)CO)[C@@]3(C)CC3OC312 (stereo not given in full),4.7%,14.2%,-5.9%,u,-0.9%,8.9%,-1.9%,-12.9%
CC/C(=N\NC(=O)c1cccnc1)c1ccc2c(c1)OCCO2,3.4%,0.1%,0.4%,87.0%[activator],-4.7%,10.0%,-7.0%,-9.2%
Cc1ccc(S(=O)(=O)N(C)CC(=O)Nc2ccccc2)cc1,3.5%,-2.5%,-1.6%,7.4%,19.5%[38.3 µM],-0.6%[46.1 µM],-3.7%,-14.3%
C=CCc1c(C)[nH]c(=O)[nH]c1=O,17.7%,2.5%,0.4%,-7.6%,-5.8%,-3.5%,x,-13.4%
CSc1nsc(SCC(=O)Nc2ccc(OC(C)=O)cc2)n1,5.9%,-3.1%,3.8%,2.6%,12.9%,-7.2%,u,i
COc1cccc(NC(=O)N2CCCC2C(=O)NCC(C)C)c1 (stereo not given),3.8%,-0.9%,-0.5%,2.5%,-1.1%[38.3 µM],9.5%[46.1 µM],5.3%,-3.9%
Cc1cc(N2CCN(c3ccccc3)CC2)nc(-c2ccccc2)n1,-9.0%,-2.8%,2.6%,u,6.4%[38.3 µM],-24.9%[46.1 µM],-21.7%,-15.9%
CC(C)CCNC(=O)C(c1ccco1)N(CC1CCCO1)C(=O)Cn1nnc2ccccc21 (stereo not given),4.1%,1.2%,-2.0%,4.6%,-1.1%,u,-10.9%,-6.2%
CCSc1nnc(NC(=O)CSc2nc3c(cc2C#N)CCCC3)s1,0.6%,-1.1%,-1.5%,u,-0.1%[38.3 µM],-15.4%[46.1 µM],7.94µM*,-10.9%
Brc1ccc(NCc2nnc3n2CCCCC3)cc1,16.6%,-1.0%,-2.8%,4.7%,25.9%[38.3 µM],6.5%[46.1 µM],-2.7%,8.2%
c1cnc(Sc2ccc3nnnn3n2)nc1,8.4%,2.8%,0.1%,-6.5%,-4.8%,14.8%,-20.3%,i
CC1Cc2ccccc2N1C(=O)CN1CCC(C(N)=O)CC1 (stereo not given),8.0%,-1.3%,1.3%,5.3%,u,16.4%,-0.9%,-0.2%
Cc1ccc(C(=O)/C=C/C(=O)c2ccc(C)cc2)cc1,-12.7%,0.9%,-1.0%,-10.5%,16.5%,u,-105.2%[inhibitor],-4.2%
NS(=O)(=O)Cc1noc2ccccc12,-11.3%,-1.0%,4.4%[39.9 µM],x,-2.8%,x,x,6.4%&-3.4%
CCOC(=O)C1CCN(C(=O)C2(NC(=O)Nc3cccc(F)c3)CCCCC2)CC1,-1.3%,-0.1%,1.6%,0.1%,2.5%,-5.0%,5.0%,-13.3%
CC(C)(C)c1cc[n+](C2=C([O-])c3ccccc3C(=O)/C2=N\S(=O)(=O)c2cccs2)cc1,22.1%,0.5%,x,u,x,u,x,-8.1%
Cn1c(=O)c2c(ncn2CC(=O)N2CCN(c3ccc(F)cc3)CC2)n(C)c1=O,15.8%,-4.4%,-2.8%,4.8%,-3.1%[38.3 µM],9.8%[46.1 µM],-3.0%,-3.5%
CCOc1ccc(N2C(=O)CC(N(CCc3ccccc3)C(=O)/C=C/C(=O)O)C2=O)cc1 (stereo not given),-2.8%,3.2%,-3.8%,-6.0%,11.0%,12.8%,-1.2%,-8.4%
Cc1ccc2cc(CN(CC3CCCO3)C(=O)C(C)C)c(=O)[nH]c2c1 (stereo not given),8.9%,-1.0%,2.1%,u,-2.7%,9.8%[46.1 µM],-20.1%,1.6%
Brc1ccc(-c2ccc(/C=N/Nc3nc4ccccc4[nH]3)o2)cc1,1.7%,1.3%,u,5.4%,2.5%,u,7.94µM*,-2.7%
COCCNC(=O)Cn1cnc([N+](=O)[O-])n1,2.9%,-1.1%,-2.0%,3.4%,-4.3%,11.4%,-5.1%,-4.1%
CCOC(=O)/C=C1\SCC(=O)N1Cc1nnc(-c2ccccc2Br)o1,109.3%[activator],0.0%,1.4%,-1.3%,16.2%[38.3 µM],-21.8%[46.1 µM],1.1%,-19.5%
CCOC(=O)c1cccc(NC(=O)C2CCCN(S(=O)(=O)c3c(C)nn(C)c3C)C2)c1 (stereo not given),11.9%,0.0%,-1.1%,2.1%,29.0%[38.3 µM],-6.4%[46.1 µM],-65.0%[inhibitor],3.8%

# Next entries follow.
SMILES,RGS12 GoLoco inh,Epigenetic reg,KinaseGlo FLuc,KDM4E inh,IMPase Li cell,NPSR antag,SMN2 splice enh,RECQ1 helicase
COc1ccc(S(=O)(=O)Cc2ccc(C(=O)N3CCN(c4ccccc4)CC3)o2)cc1,4.5%,-0.9%,-4.4%,-4.3%,13.7%[38.3 µM],-30.2%[46.1 µM],-29.6%,-3.8%
COc1ccc(C/C(N)=N/OC(=O)Cc2ccc(OC)c(OC)c2)cc1,-2.0%,-1.4%,-1.9%,-0.3%,8.9%[38.3 µM],-5.5%[46.1 µM],-0.6%,6.1%
CCOC(=O)C1=CN(C)C=C(C(=O)OCC)C1c1ccsc1,-5.9%,1.8%,-3.9%,u,u,-16.6%[46.1 µM],3.3%,-3.6%
Nn1c(SCC(=O)N2CCN(S(=O)(=O)c3ccc(Cl)cc3)CC2)nnc1-c1cccs1,4.6%,-0.8%,-3.5%,-8.8%,42.7%[activator][38.3 µM],-5.9%[46.1 µM],-18.1%,-2.6%
COc1ccccc1CN1CCCC(C(=O)N(C)Cc2ccccc2)C1 (stereo not given),-7.1%,-1.8%,1.3%,u,22.4%,-8.5%[46.1 µM],-0.7%,-15.2%
C/C(=N\N=C\c1ccccc1F)c1nnn(-c2nonc2N)c1C,6.9%,-1.0%,2.0%,-2.3%,6.0%,14.2%,u,-6.3%
CC1(C)CC(C2N3CC4(C)CN2CC(C)(C3)C4=O)CCO1 (stereo not given),4.1%,-0.7%,-2.3%,-1.2%,-6.9%[38.3 µM],-12.5%[46.1 µM],3.0%,-7.8%
O=C(COC(=O)C1CCN(C(=O)Nc2ccccc2)CC1)NCC(F)(F)F,7.7%,1.1%,0.4%,3.6%,-2.1%,13.0%,-10.7%,-3.0%
O=C(Nc1nc2ccccc2[nH]1)c1cc2ccccc2o1,47.3%[activator],3.8%,-12.7%,u,-0.3%,-55.0%,4.47µM*,i
COC(=O)c1sccc1NC(=O)Cc1ccc(OC)cc1,4.8%,0.0%,-4.6%,2.4%,-0.4%,-4.4%[46.1 µM],-4.2%,-1.1%
CN1C(=O)c2ccc(NC(=O)c3c(F)c(F)c(F)c(F)c3F)cc2C1=O,8.4%,0.9%,-0.9%,u,10.7%[38.3 µM],-4.2%[46.1 µM],-15.8%,-0.6%
CCOCCn1c(SCCCc2ccccc2)nc2c1c(=O)[nH]c(=O)n2C,0.3%,0.0%,6.5%,-1.6%,12.1%,4.6%[46.1 µM],11.8%,-1.7%
Cc1nnc(Nc2ccccc2F)s1,9.4%,4.1%,x,7.4%,x,8.5%,x,-4.4%
CCCCCn1cnc2c(sc3nc4c(cc32)CSC(C)(C)C4)c1=O,7.7%,3.0%,-5.0%,-2.5%,-6.0%,-17.0%,18.6%,1.1%
Cc1nnc(SCC(=O)Nc2cc(-c3cc(C)c(C)cc3C)nn2-c2ccccc2)s1,2.2%,1.3%,0.1%,-7.1%,3.3%,-20.1%,-22.6%,-13.9%
COc1cccc(CNC(=O)C2CCN(S(=O)(=O)c3ccc(F)cc3)CC2)c1,-6.9%,0.9%,-0.2%,5.0%,15.9%[38.3 µM],-4.2%[46.1 µM],-10.2%,-9.3%
CN(C(=O)CSc1nnc(Cc2cccc3ccccc23)n1N)C1CCS(=O)(=O)C1 (stereo not given),-6.1%,-1.1%,-4.8%,3.8%,31.4%[38.3 µM],-9.9%[46.1 µM],u,-6.5%
COC(=O)C1=C(C)Nc2nnnn2C1c1ccc(Cl)cc1Cl (stereo not given),8.4%,0.9%,0.6%,-3.2%,20.2%[38.3 µM],0.3%[46.1 µM],-47.7%[inhibitor],4.1%
O=C(O)Cc1ccc(N=Cc2c(O)ccc3ccccc23)cc1,5.6%,0.0%,-0.7%,0.6%,-7.0%,-0.2%,15.5%,-1.9%
CSc1ccccc1C(=O)Nc1cc(C)cc(C)c1,-14.4%,-1.1%,-11.2%,4.2%,-3.8%[38.3 µM],-14.7%[46.1 µM],-18.6%,7.0%
COc1ccc2c(c1)c(N=O)c(O)n2C,5.0%,0.8%,3.2%,9.5%,32.8%[activator][38.3 µM],-4.7%[46.1 µM],u,-13.8%
CC(C)(C)NC(=O)NC12CC3CC(CC(C3)C1)C2,0.7%,2.3%,2.6%,15.4%,1.4%,-2.4%,-5.0%,-9.3%
Cc1csc2c(=O)n(CCO)c(=O)[nH]c12,11.4%,0.2%,x,0.7%,x,3.5%,x,-14.0%
Cc1ccccc1NC(=O)C1C2CC/C=C\CCC21 (stereo not given),-8.1%,-0.9%,3.5%,-5.8%,2.5%,-4.5%,4.5%,i
CCCCN(C(=O)Cc1cccs1)c1nnc(-c2cccnc2)s1,1.7%,-2.0%,-1.6%,u,4.2%,-8.0%[46.1 µM],20µM*,-4.7%
Nc1nonc1-c1nc2ccccc2n1CC(=O)N1CCN(c2ccc(F)cc2)CC1,1.2%,0.0%,0.0%,-0.7%,49.5%[activator][38.3 µM],-14.1%[46.1 µM],-34.9%[inhibitor],-11.4%

# An excerpt from above in order of SMILES length, smallest number first.
SMILES,RGS12 GoLoco inh,Epigenetic reg,KinaseGlo FLuc,KDM4E inh,IMPase Li cell,NPSR antag,SMN2 splice enh,RECQ1 helicase
COC(=O)c1sccc1NC(=O)Cc1ccc(OC)cc1,4.8%,0.0%,-4.6%,2.4%,-0.4%,-4.4%[46.1 µM],-4.2%,-1.1%
O=C(Nc1nc2ccccc2[nH]1)c1cc2ccccc2o1,47.3%[activator],3.8%,-12.7%,u,-0.3%,-55.0%,4.47µM*,i
O=C(COC(=O)C1CCN(C(=O)Nc2ccccc2)CC1)NCC(F)(F)F,7.7%,1.1%,0.4%,3.6%,-2.1%,13.0%,-10.7%,-3.0%
